# T cell HTS – T cell immune modulators affecting CD8 T cell-vesicle binding | actives 0.068% (n = 330,000) | 2C CD8+ T cell-vesicle binding, flow cytometry; hits give low values | calls only at 7 µM;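 active = response, share of CD8 T cells binding vesicles, and their 90th percentile fluorescence all below set limits, cut at about 80% in these data, passing the limit was not always enough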
#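 System: murine 2C transgenic CD8+ T lymphocytes; also added: QL9-loaded Drosophila micro-vesicles; times: binding 1.5 h at 37 °C; measured by: flow cytometry, PE anti-B7-1 (FL2) versus Alexa647 anti-CD8 (FL8), PFA-fixed; control set: Peptide-free naked vesicles (low) and QL9 vesicles with 0.7% DMSO vehicle (high)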
# Myeloid diff MLP – myeloid differentiation induction. ER-HoxA9 myeloid progenitors, lysozyme-GFP differentiation, flow cytometry. calls only at 10 µM. actives 1% (n = 360,000). AID 624256;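 active = normalized GFP-positive differentiation at or above the plate's own cutoff, the solvent-only control mean plus 3 SD; inconclusive = no clear call, values can overlap the other calls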;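 note: cells exposed to compound for four days before flow analysis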
# MgcRacGAP inhibition – MgcRacGAP GTPase-activating activity inhibitors, confirmation, biochemical, ADP Hunter fluorescence | one-dose inhibition, % at 30 µM; IC50 in µM for titrated hits | MgcRacGAP-stimulated Rac1 GTP hydrolysis, ADP Hunter fluorescence; higher % means a stronger effect; GST-tagged Rac1 F28L mutant substrate | actives 0.6% (n = 340,000);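 active = first-screen hits whose inhibition reached a set limit at any dose in the follow-up dose series; inconclusive = inhibition above the set first-screen limit but never retested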;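 note: fluorescence reports GDP produced by GAP-driven GTP hydrolysis; strong numbers were not always called active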
# SV40 large T antigen – TAg ATPase/helicase activity blockers – biochemical (AID 1903) | SV40 large T antigen ATPase/helicase inhibition assay; higher % means a stronger effect | inhibition, % at 20 µM; hits with a dose series show IC50 in µM | actives 0.39% (n = 310,000); in the data active = a potency from the dose series; inconclusive = inhibition mostly from about 32% at the one dose, without a potency; inactive = the rest, 99 in 100 with inhibition below about 32%; note: strong numbers were not always called active
# RSV CPE inhibition – inhibition of RSV-induced cytopathic effect – HEp-2 cells, primary 10 µM value included (AID 2391); HEp-2 cells, RSV-induced CPE inhibition; higher % means a stronger effect; CPE inhibition, % at 10 µM; hits with a dose series show IC50 in µM; actives 0.13% (n = 310,000); in the data active = a potency from the dose series; inconclusive = CPE inhibition mostly from about 23% at the one dose, without a potency; inactive = the rest, 99 in 100 with CPE inhibition below about 21%; note: strong numbers were not always called active
# West Nile virus CPE – West Nile virus antiviral activity, cell-based, CPE readout (AID 1621); West Nile virus-infected cells, CPE inhibition; higher % means a stronger effect; CPE inhibition, % at 10 µM, or IC50 in µM where a hit was titrated; actives 0.02% (n = 290,000); in the data active = a potency from the dose series; inconclusive = CPE inhibition mostly from about 3.7% at the one dose, without a potency; inactive = the rest, 99 in 100 with CPE inhibition below about 2.2%; note: strong numbers were not always called active
# bCat nuc transl – beta-catenin nuclear translocation modulation; HeLa beta-catenin nuclear translocation, immunofluorescence imaging; nuclear translocation activity, % at 5 µM; actives 0.3% (n = 190,000); AID 1665;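 active = nuclear translocation activity above 50% at 5 µM, with a well cell count of 50 or more; inconclusive = wells under 50 cells across six images, flagged as toxic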;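 note: per-cell ratio of nuclear to cytoplasmic median beta-catenin stain intensity; plate controls were DMSO negative control for no effect and GSK-3 inhibitor IX positive control for full effect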
#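 Assay system: human HeLa cells, native beta-catenin; doses: 5 µM primary, 0.02–20 µM confirmation; incubation: compound treatment 24 h, 37°C, 5% CO2; technique: fluorescence imaging of beta-catenin antibody stain plus DAPI; measure: % activation, nuclear-to-cytoplasmic median beta-catenin signal ratio per cell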
# WT yeast gro inh – growth inhibition of WT yeast, mitochondrial fusion screen; mitochondrial fusion phenotypic screen, WT strain; inhibition, % at 10 µM; actives 2.1% (n = 190,000); in the data active = inhibition above about 58%; tested in S. cerevisiae
# PhoP inhibition – inhibitors of PhoP regulon expression, primary screen, Salmonella Typhimurium, GFP reporter (AID 1863); S. Typhimurium PhoP-regulated promoter GFP reporter, 4 h; higher % means a stronger effect; actives 0.16% (n = 300,000); inhibition, % at 50 µM, or IC50 in µM where a hit was titrated;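 active = inhibition over 29.93%, a cutoff 3 SD above the screen mean, later confirmed by dose response; inconclusive = inhibition over 29.93% but no dose response follow-up; inactive = inhibition at most 29.93% or unconfirmed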;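 note: 0% = low Mg2+ inducing control and 100% = high Mg2+ repressing control; strong numbers were not always called active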
# WT yeast gro inh mutant strain – further read-out of WT yeast gro inh, marked with its call; inhibition, %; mitochondrial fusion phenotypic screen, mutant strain inhibition
# bCat nuc transl cell count 5 µM – second read-out of bCat nuc transl, no call of its own (marks repeat the call); cell count; measured here: cell count, cytotoxicity flag
# T cell HTS vesicle-bound % – recorded beside T cell HTS, whose call it bears; double positive events, %; measured here: CD8+ vesicle-bound cell fraction;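 binding gate set so that unloaded-vesicle control wells show 10% double positive cells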
# Myeloid diff MLP GFP+ MAC1+ % – recorded beside Myeloid diff MLP, whose call it bears; GFP+ MAC1+ double positive, %; measured here: differentiation confirmed by MAC1 staining
# Numbers without * were called inactive; i = inactive; ? = inconclusive; nt = not tested or not shown.
SMILES,T cell HTS,T cell HTS vesicle-bound %,Myeloid diff MLP,Myeloid diff MLP GFP+ MAC1+ %,MgcRacGAP inhibition,SV40 large T antigen,RSV CPE inhibition,West Nile virus CPE,bCat nuc transl,bCat nuc transl cell count 5 µM,WT yeast gro inh,WT yeast gro inh mutant strain,PhoP inhibition
O=C1C2C3C=CC(C3)C2C(=O)N1Nc1c(Cl)cc(Cl)cc1Cl (stereo unspecified),i,46.1,i,0.1,-1.7%,-8.3%,0.9%,-0.4%,1.5,1077,20.7,-0.6,16.8%
COC(=O)[C@@H]1[C@@H](C)N(Cc2ccccc2)C(=O)N[C@H]1c1ccccc1,i,31.2,i,3.1,5.0%,12.1%,3.7%,0.1%,nt,nt,nt,nt,-7.6%
CC(C)N1CCc2c(sc(NC(=O)c3ccc(S(=O)(=O)N(C)CC4CCCO4)cc3)c2C(N)=O)C1 (stereo unspecified),i,33.9,i,0.5,12.0%,17.5%,1.1%,0.0%,nt,nt,nt,nt,-8.9%
COc1ccc(C(=O)Nc2nc3nc(-c4ccccc4)cc(=O)n3[nH]2)cc1,nt,nt,i,1.2,8.2%,12.4%,nt,-0.1%,-1.2,1090,-5.6,18.2,-12.7%
O=C(Nc1cccc(O)c1)c1noc2c1CCCCC2,i,28.6,nt,nt,0.0%,18.7%,2.0%,-0.5%,-1.0,1270,22.1,17.2,12.8%
CCn1c(=O)c(=O)n(CC)c2cc(S(=O)(=O)Nc3cc(C)ccc3C)ccc21,i,7.2,i,0.0,4.9%,5.7%,1.3%,0.1%,nt,nt,nt,nt,-6.0%
O=C(N/N=C/C1CC2CCC1C2)c1c[nH]c2ccccc12 (stereo unspecified),i,53.6,i,0.7,3.9%,8.2%,1.0%,-0.4%,-0.3,1098,-6.7,-12.1,3.5%
O=C(Nc1nc2c(s1)CCCC2)c1ccc2ncsc2c1,i,25.3,i,2.4,?,23.9%,12.1%,nt,5.7,1083,56.1,38.3,27.4%
CC(C)(C)c1ccc(C2(C)NC(=O)N(CC(=O)NCc3cccs3)C2=O)cc1 (stereo unspecified),i,55.3,i,0.1,6.9%,8.6%,3.2%,-1.7%,nt,nt,-0.9,3.9,-4.8%
CC1(C(=O)NC2CCCCC2)CCC(=O)N1Cc1ccc2c(c1)OCO2 (stereo unspecified),i,36.2,i,0.7,9.5%,9.6%,-0.5%,-0.1%,-0.2,1287,nt,nt,-9.1%
Cc1ccc2cc(C)c(N3CCN(c4ccc(F)cc4)CC3)nc2c1,i,34.1,i,0.2,5.1%,-2.5%,?,-1.7%,nt,nt,nt,nt,16.0%
CCCn1c(NC(=O)c2ccco2)nc2ccccc21,i,31.9,i,1.3,0.9%,0.3%,0.6%,-0.5%,-0.9,1070,4.1,-6.9,-2.5%
Cc1cccc2c(C(=O)N3CCN(c4ccccc4)CC3)cc(-c3ccncc3)nc12,i,66.8,nt,nt,5.1%,13.2%,1.9%,0.3%,nt,nt,nt,nt,9.2%
CCOCCn1c(CN2CCN(c3ccc(F)cc3)CC2)nc2c1c(=O)n(C)c(=O)n2C,i,28.0,i,1.8,2.8%,11.4%,1.2%,-0.8%,-0.9,1234,21.9,11.4,-3.4%
CCc1ccc(-c2nc(CS(=O)CC(=O)NCc3cccnc3)c(C)o2)cc1 (stereo unspecified),i,21.5,i,0.9,13.7%,3.5%,2.4%,0.2%,-0.4,999,-15.1,-2.3,-0.9%
CC(=O)Nc1ccc(S(=O)(=O)NC(C(=O)O)C2=CCC=CC2)cc1 (stereo unspecified),i,12.8,i,9.3,-0.6%,18.8%,-1.1%,0.2%,-3.9,876,-1.2,-3.3,4.4%
C=CCN=C(C)C1=C(O)CCC1=O,i,24.1,i,0.7,12.9%,-4.8%,-0.1%,0.4%,nt,nt,14.3,4.3,11.4%
CCOc1ccccc1NC(=O)CSc1nnc2ccc(-c3ccccn3)nn12,i,59.8,i,0.7,9.1%,13.1%,0.5%,nt,nt,nt,nt,nt,1.0%
COc1ccc2c(c1)cc(C(=O)N/N=C/c1c(O)c(C(=O)O)cc3ccccc13)n2C,i,14.1,i,0.5,9.9%,-1.6%,0.8%,0.4%,nt,nt,nt,nt,-9.5%
O=C(Nc1cccc(Cl)c1)c1ccncc1,i,44.1,i,0.0,-2.8%,-0.6%,1.3%,0.0%,-0.3,1030,-2.1,-7.8,-3.6%
COc1cccc(NC(=O)CN2C(=O)C3(OCCCO3)c3ccccc32)c1,i,25.7,i,0.7,-1.8%,4.2%,1.2%,-0.2%,-4.9,970,-20.5,-16.6,-9.7%
Cc1nnc(NC(=O)C2CC(=O)N(C(C)c3ccccc3)C2)s1 (stereo unspecified),i,11.0,i,3.6,5.0%,29.4%,2.1%,0.5%,nt,nt,nt,nt,-6.2%
CC(C)CCNC(=O)c1ccc2c(Cl)c3c(nc2c1)CCC3,i,9.3,i,0.7,10.8%,-1.3%,20.4%,-1.1%,nt,nt,nt,nt,1.9%
OC1C[N+]2(CCCCC2)C1,i,44.1,i,2.0,5.9%,3.4%,1.0%,-0.3%,-1.0,1026,-1.9,-16.0,3.8%
Cc1cc(=O)oc2c(CN(C)Cc3ccccc3)c(O)ccc12,i,2.6,i,0.9,8.1%,8.8%,-0.7%,nt,nt,nt,-3.9,-1.4,4.4%

# The closing 2 entries of the section above are carried over, then new ones follow.
SMILES,T cell HTS,T cell HTS vesicle-bound %,Myeloid diff MLP,Myeloid diff MLP GFP+ MAC1+ %,MgcRacGAP inhibition,SV40 large T antigen,RSV CPE inhibition,West Nile virus CPE,bCat nuc transl,bCat nuc transl cell count 5 µM,WT yeast gro inh,WT yeast gro inh mutant strain,PhoP inhibition
OC1C[N+]2(CCCCC2)C1,i,44.1,i,2.0,5.9%,3.4%,1.0%,-0.3%,-1.0,1026,-1.9,-16.0,3.8%
Cc1cc(=O)oc2c(CN(C)Cc3ccccc3)c(O)ccc12,i,2.6,i,0.9,8.1%,8.8%,-0.7%,nt,nt,nt,-3.9,-1.4,4.4%
COc1ccc(-c2cc(C(=O)Nc3cc(Cl)ccc3O)no2)cc1,i,26.3,i,0.7,7.4%,4.8%,2.6%,-0.8%,nt,nt,nt,nt,-7.3%
Cc1cccc(C(=O)NC2CCN(S(=O)(=O)c3ccccc3F)CC2)c1,i,51.3,i,0.9,10.7%,-3.2%,1.1%,-1.4%,nt,nt,nt,nt,7.2%
CCC1CCCCN1C(=O)CSc1nc2c([nH]c3ccccc32)c(=O)n1C (stereo unspecified),i,36.7,i,11.6,1.0%,6.3%,5.3%,0.0%,-1.3,1139,-4.4,-6.7,-0.2%
COc1ccccc1C(c1nnnn1CC1CCCO1)N1CCN(c2ccccc2)CC1 (stereo unspecified),i,51.6,i,0.4,2.4%,9.8%,-0.2%,-0.8%,0.4,973,24.2,-7.5,1.4%
O=C(/C(=N\O)n1cncn1)c1ccc(Cl)cc1Cl,i,32.8,i,0.4,3.9%,2.1%,1.1%,0.3%,-1.5,1108,-18.2,13.2,-0.4%
CCOc1cc(NC(=O)c2ccccn2)c(OCC)cc1NC(=O)CC(C)C,nt,nt,i,0.4,3.3%,2.6%,nt,0.2%,-1.3,1054,3.1,-11.9,-3.8%
O=C(NC1CCCC1)C(c1ccccc1)N(Cc1ccco1)C(=O)Cc1cccs1 (stereo unspecified),i,55.8,i,0.7,14.3%,3.9%,-0.2%,0.0%,0.0,1283,25.3,4.9,5.3%
O=C(COC(=O)CN1C(=O)NC2(CCCC2)C1=O)Nc1c(Cl)cccc1C(F)(F)F,i,46.7,i,0.3,4.2%,26.3%,1.2%,nt,nt,nt,nt,nt,-0.9%
Cc1ccc(CNC(=O)CCc2ccccc2)cc1,i,22.4,i,0.9,3.4%,-2.4%,0.6%,0.7%,1.2,1065,-4.4,-6.1,2.3%
CCN(CC)S(=O)(=O)c1ccc(C)c(NC(=O)COc2ccc(Cl)cc2Br)c1,i,53.4,i,0.6,7.7%,10.2%,3.9%,-0.9%,-1.4,1078,-1.3,0.1,-13.9%
C=CCOC(=O)C1=C(C)Nc2nnnn2C1c1cc(OC)ccc1OC (stereo unspecified),i,34.9,nt,nt,10.3%,3.3%,1.3%,0.1%,0.5,997,-16.9,3.4,5.1%
CC1Cc2ccccc2N1S(=O)(=O)c1cccc(C(=O)N2CC(=O)Nc3ccccc32)c1 (stereo unspecified),i,20.8,i,0.0,12.5%,5.8%,7.0%,-0.4%,-1.5,1420,nt,nt,-5.2%
CCc1cc(Cn2nc(-c3ccccc3)cc2C(=O)NCc2cccc(C(F)(F)F)c2)on1,i,4.9,i,0.8,3.2%,5.2%,0.1%,nt,nt,nt,nt,nt,nt
O=C1CSC(c2ccccc2Br)N1c1ccc(Cl)cn1 (stereo unspecified),i,56.7,i,0.2,7.7%,11.6%,5.2%,-0.8%,-0.3,1111,67.2*,34.9*,-6.5%
Cn1c(=O)oc2cc(S(=O)(=O)N3CCC(C(=O)NCc4ccc(F)cc4)CC3)ccc21,i,40.3,i,1.8,-5.2%,3.0%,0.4%,-0.1%,nt,nt,-4.9,9.7,11.2%
CSc1nc2nc(-c3ccc(F)cc3)c(CCN3CCN(C)CC3)cn2n1,i,38.1,i,0.2,4.4%,2.2%,0.0%,-1.0%,0.4,999,12.8,10.3,2.2%
COc1cccc(C2CC(c3ccccc3Cl)n3ncnc3N2)c1 (stereo unspecified),i,56.0,i,0.7,8.0%,3.1%,1.3%,0.0%,0.6,992,36.0,-0.2,14.9%
Cc1ccc(S(=O)(=O)CCC(=O)OCC(=O)N2CCN(S(=O)(=O)c3ccccc3)CC2)cc1,i,31.3,i,0.4,4.3%,12.7%,-2.4%,nt,nt,nt,nt,nt,-2.8%
COc1ccccc1N1CCN(/N=C/C(Cl)=C/c2ccccc2)CC1,i,27.2,i,0.8,9.7%,17.0%,20.8%,-0.2%,0.5,1332,nt,nt,-5.2%

# Screening data deposited in PubChem by several laboratories.
